procasp3 activ: procaspase-3 (human) activation. activation, % at 8.5 µM. 0.11% of 330,000 active. recombinant procaspase-3 D3A, Ac-DEVD-pNA absorbance 405 nm. P42574. AID 463141;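 active = activation above the mean of all tested compounds plus 3 SD, cut at about 21% in these data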;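 note: 0% = DMSO alone and 100% = DMSO wells spiked with extra 5 µM PC-3 D3A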
Target sequence (P42574 whole entry D9A/D28A/D175A): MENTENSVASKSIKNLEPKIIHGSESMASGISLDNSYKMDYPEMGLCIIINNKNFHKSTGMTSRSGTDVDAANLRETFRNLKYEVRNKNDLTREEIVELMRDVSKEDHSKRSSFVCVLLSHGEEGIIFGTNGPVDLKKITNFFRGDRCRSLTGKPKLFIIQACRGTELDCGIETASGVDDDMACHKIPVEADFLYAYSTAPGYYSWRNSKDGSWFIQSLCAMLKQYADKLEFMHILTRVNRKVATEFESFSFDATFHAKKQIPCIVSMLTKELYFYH
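Test system: Procaspase-3 D3A mutant, all three cleavage aspartates alanine | Dosing: Single dose, 8.5 µM nominal compound, 0.8% DMSO | Schedule: 1 h preincubation, 2 h reaction | Technique: 405 nm absorbance of p-nitroaniline, reads at 0 and 120 min | Repeats: One well per compound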
MEP2 TOR yeast: yeast TOR pathway MEP2-GFP modulation; S. cerevisiae MEP2-GFP strain, flow cytometry GFP, 3 h; 100% = DMSO control level; GFP response vs DMSO, % at 10 µM; 0.51% of 330,000 active; AID 2016;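 active = GFP response versus DMSO above a set limit, roughly screen mean plus 3 SD, cut at about 180% in these data; inconclusive = fewer than 70 cells counted for a yeast strain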;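 note: median GFP fluorescence of the barcode-gated MEP2-GFP cells per well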
LAP4 TOR yeast: modulators of TOR pathway LAP4-GFP in S. cerevisiae | S. cerevisiae LAP4-GFP multiplex, flow cytometry GFP, 3 h; median GFP as percent of DMSO wells | GFP response vs DMSO, % at 10 µM | 0.34% of 320,000 active;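 active = GFP response vs DMSO above a set limit, about the screen mean plus 3 SD, cut at about 150% in these data; inconclusive = under 70 cell events counted for the yeast strain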
AHR activator: activates the human aryl hydrocarbon receptor; activation, % at 5 µM; AID 2796; AHR-responsive luciferase reporter cells, luminescence; 2.5% of 320,000 active; in the data active = activation above about 47%;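 note: 0% = vehicle wells and 100% = reference agonist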
Yeast superoxide: caloric restriction mimetics inhibiting age-related superoxide in yeast; superoxide response (% of plate mean), % at 10 µM; S. cerevisiae aged cells, superoxide DHE fluorescence; active compounds read low; 0.18% of 330,000 active; AID 2690;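 active = superoxide response under a set limit, about three screen SD below normal, cut at about 65% in these data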;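 note: yeast aged for seven days with compound at 30 °C before DHE staining; 100% = average MFI of all compound-treated wells on the plate with controls excluded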
RPL19A-GFP yeast: alters RPL19A-GFP fluorescence in TOR pathway yeast screen. S. cerevisiae RPL19A-GFP strain, flow cytometry, 3 h; active compounds read low. percent response vs DMSO, % at 10 µM. 0.3% of 330,000 active. AID 2025;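 active = percent response vs DMSO below 50%; inconclusive = fewer than 70 events counted for the yeast strain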;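 note: median channel GFP fluorescence of the barcoded RPL19A-GFP strain; ratio of sample median GFP to plate DMSO average so 100% = DMSO; lower means less RPL19A-GFP as with rapamycin TOR inhibition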
procasp7 counter: counter-screen: procaspase-7 (human) activation. P55210. recombinant procaspase-7, Ac-DEVD-pNA absorbance 405 nm; D23A/D198A/D206A triple mutant, cannot self-cleave; scale: DMSO 0, 5 µM enzyme 100. activation, % at 8.5 µM. 0.093% of 330,000 active;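 active = percent activation above the screen-wide mean plus 3 SD, cut at about 25% in these data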
Target sequence (P55210 whole entry D23A/D198A/D206A): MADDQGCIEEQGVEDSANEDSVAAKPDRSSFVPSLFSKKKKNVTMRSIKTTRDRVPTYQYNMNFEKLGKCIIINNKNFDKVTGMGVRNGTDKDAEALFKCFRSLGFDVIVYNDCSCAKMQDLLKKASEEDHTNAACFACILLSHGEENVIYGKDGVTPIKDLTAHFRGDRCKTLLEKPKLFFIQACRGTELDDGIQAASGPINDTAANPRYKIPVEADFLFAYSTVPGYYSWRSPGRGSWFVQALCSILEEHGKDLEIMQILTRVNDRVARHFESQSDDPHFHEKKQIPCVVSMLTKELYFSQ
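System: Uncleavable procaspase-7 mutant enzyme; Amount: 2 µM procaspase-7 mutant as dispensed; Schedule: 1 h compound preincubation, 2 h substrate cleavage, 25 °C; Measured by: 405 nm absorbance of p-nitroaniline; Evaluation: percent activation from buffer-corrected 0–120 min absorbance change; Control set: low DMSO alone, high DMSO plus 5 µM PC-7.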
JMJD2C inh: human JMJD2C demethylase inhibition | AID 2099 | GST-JMJD2C(1-420) H3K9me3 demethylation, DELFIA europium | inhibition, % at 2.35 µM | Q9H3R0 | 0.069% of 330,000 active;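 active = more than half of a compound's replicate wells show inhibition beyond 50%, single wells judged on their own value; inconclusive = some, but no more than half, of replicates pass 50% inhibition; inactive = no replicate passes 50% inhibition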;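 note: signal counts dimethyl H3K9 product captured on neutravidin plate; 0% = median of DMSO wells and 100% = 0.3 times that DMSO median; strong numbers were not always called active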
Target sequence (Q9H3R0 1-420 limits assumed): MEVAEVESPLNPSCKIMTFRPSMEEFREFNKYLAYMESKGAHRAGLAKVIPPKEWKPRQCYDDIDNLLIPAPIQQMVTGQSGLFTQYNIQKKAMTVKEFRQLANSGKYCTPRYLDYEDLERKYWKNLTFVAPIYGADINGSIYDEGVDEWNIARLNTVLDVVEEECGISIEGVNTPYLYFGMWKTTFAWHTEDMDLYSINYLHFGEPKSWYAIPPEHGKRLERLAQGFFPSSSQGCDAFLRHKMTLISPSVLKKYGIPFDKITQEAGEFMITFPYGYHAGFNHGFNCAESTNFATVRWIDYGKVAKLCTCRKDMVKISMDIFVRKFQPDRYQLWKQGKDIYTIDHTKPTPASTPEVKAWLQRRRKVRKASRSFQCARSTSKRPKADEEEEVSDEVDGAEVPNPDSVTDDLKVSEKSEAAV
The depositor's hits bear a star; ? = inconclusive; · = no result given; [ ] = another dose, or the depositor's remark.

SMILES	procasp3 activ	MEP2 TOR yeast	LAP4 TOR yeast	AHR activator	Yeast superoxide	RPL19A-GFP yeast	procasp7 counter	JMJD2C inh
CCc1nnc(NC(=O)CN2C(=O)N(C)C3(CCCCC3)C2=O)s1	0	102	105	0	94	102	-8	2
O=C(NNC(=S)Nc1ccccc1Cl)c1ccccc1	7	99	79	13	92	101	-10	-14
CCOc1ccc(NC(=O)c2nn(C)cc2Br)cc1	-3	104	104	-1	90	99	0	12
CC(O)[C@H]1CNCCN1CCc1cccc2ccccc12 (stereo partly drawn)	7	95	106	1	114	98	-7	-5
Cc1nc(Cl)sc1C(=O)Nc1ccc(Cl)cc1	-2	97	92	93*	94	105	-7	4
COc1ccc(O)c(/C=N/c2sc(C)c(C)c2C#N)c1	-9	103	104	13	107	99	-9	-78
CCCCN(C(=O)CSCc1c(C)noc1C)c1c(N)n(CCCC)c(=O)[nH]c1=O	-11	96	104	-3	109	94	4	-3
CN(CC1COc2ccccc2O1)C(=O)CSc1ncccn1 (stereo not drawn)	4	101	102	3	114	101	-5	12
COc1ccc(CNC(=S)Nc2cccc(Cl)c2)cc1	10	112	120	29	92	107	-8	0
Cc1cc(N2CCN(C(=O)Nc3ccccc3C#N)CC2)c2ccccc2n1	·	101	99	·	103	102	·	·
Cc1cc(OC(=O)c2cc(F)c(F)cc2Cl)nc(C)n1	1	98	102	1	98	101	14	-10
O=C(CSc1ccc(Br)cc1)N1CCN(C(=O)c2ccco2)CC1	-5	103	110	2	113	100	5	3
CCCCCCC1/C(=N/O)CCC1C(=O)OC (stereo not drawn)	6	103	90	2	97	85	3	1
CCOC(=O)c1ccc2nc(C)cc(Nc3cccc(C(=O)O)c3)c2c1	2	102	101	-1	107	98	0	6
Cc1nn(-c2ccccc2)c(Oc2ccccc2)c1C=O	3	104	98	-4	78	102	4	10
CCOc1ccc(NS(=O)(=O)c2ccc(OCC(=O)NCc3ccncc3)cc2)cc1	7	99	108	0	101	97	14	-74
Cc1ccc(-c2csc(NC(=O)N3CCOCC3)n2)cc1	2	95	98	16	105	94	11	-4
COc1ccc(CNC2CC(C)N(C)CC2C)cc1OC (stereo not drawn)	-7	97	89	-2	95	99	4	18
O=C(C[n+]1cc(-c2ccc(F)cc2)n2c1CCC2)Nc1nc(-c2ccc(F)cc2)cs1	2	105	90	-1	86	101	1	-4
Cc1ccc([C@@H]2CC=C(C(=O)O)[C@H](c3ccc(F)cc3)N2S(=O)(=O)c2ccccc2C)cc1	8	91	83	1	89	92	4	-43
Cc1cccc(-n2c(SCCC(=O)O)nnc2-c2cccs2)c1C	-8	102	97	-1	113	98	6	-1
Cn1c(/C=C/N2CCOCC2)c(C(=O)c2ccc(Br)cc2)c(=O)n(C)c1=O	-5	96	97	8	110	92	-5	3
Oc1ccc(/C=N/N2CCCCC2)c(O)c1	3	93	89	9	131	97	-5	-13
CC(C)(C)c1[nH]nc2c1C(c1ccoc1)C(C#N)=C(N)O2 (stereo not drawn)	4	99	92	4	100	88	-4	-6
CN1C/C(=C/c2ccsc2)C(=O)/C(=C/c2ccsc2)C1	4	107	98	5	100	117	1	3
O=c1[nH]c2ccccc2nc1C(F)(F)C(F)F	-3	108	108	-2	92	·	7	-3
C/C(=N\NC(=O)c1ccc(-n2cnnn2)cc1)c1ccc(C)cc1	5	105	104	0	108	102	10	7
CCCCn1c(=O)[nH]c2nc3cc(N)ccc3nc2c1=O	-14	95	94	3	95	93	-19	4
CCOC(=O)N1CCC(N2CC34C=CC(O3)C(C(=O)Nc3ccc(C(C)C)cc3)C4C2=O)CC1 (stereo not drawn)	1	105	103	0	102	99	3	-2
CCCCc1nc(C(N)=O)c2[nH]c(=O)n(-c3ccc(OC)cc3OC)c2n1	-2	289*[may fluoresce violet]	110[may fluoresce violet]	0	105	43*[may fluoresce violet]	-3	-6
CCCCNC(=O)COC(=O)CCC(=O)c1ccc(Cl)cc1	-6	95	103	3	85	93	0	-7
Cc1c(N2C(=O)CSC2c2ccccc2)c(=O)n(-c2ccccc2)n1C (stereo not drawn)	-6	93	101	-2	97	94	6	-5
CCNC(=O)NCc1c(C)c(C)n(Cc2ccccc2)c1-n1cccc1	5	96	90	-1	102	98	9	9
O=C(/C=C/c1cccc2ccccc12)N1CCOCC1	5	99	109	16	94	96	0	-4
O=C(NC1CCS(=O)(=O)C1)c1ccc(S(=O)(=O)NCC2CCCO2)cc1 (stereo not drawn)	1	107	103	-3	87	102	-1	-11
CC(C)(C)OC(=O)C[C@@H]1C/C=C\C[C@H](CC(=O)N(CCO)Cc2ccccc2)C(=O)NC[C@H](c2ccccc2)OC1=O	-3	95	101	2	99	109	3	9
O=C(NNc1ccc(Cl)cc1)c1c(F)cccc1Cl	2	99	111	-1	84	97	4	4
COc1ccc(OCc2nnc(SCC(=O)O)n2N)cc1	4	100	101	-2	112	97	-9	?
O=C(COC(=O)C1CCN(c2ccc(C(F)(F)F)cn2)CC1)Nc1ccc(Cl)cn1	1	92	97	5	109	96	0	0
COc1ccccc1NC(=S)NNC(=O)c1nn(C)cc1Cl	5	90	81	4	95	93	3	5
CC(C)(O)/C=C/C[C@](C)(O)C1CC[C@]2(C)C1[C@H](O[C@H]1O[C@@H](CO)[C@H](O)[C@@H](O)[C@@H]1O)CC1[C@@]3(C)CC[C@H](O)C(C)(C)C3[C@@H](O)C[C@]12C (stereo partly drawn)	9	102	114	-1	93	101	6	6
Cc1cccc(N2CCN(C(=O)C3CCC(=O)N(Cc4ccccc4F)C3)CC2)c1C (stereo not drawn)	3	102	74	3	84	107	-12	-16
Oc1cccc(CCC2CCCCN2Cc2cn[nH]c2-c2ccc3c(c2)OCO3)c1 (stereo not drawn)	2	91	88	2	98	98	-1	0
COc1ccc(N2CCN(C3CCCN(Cc4ccccc4OCCO)C3)CC2)cc1 (stereo not drawn)	1	94	75	1	99	92	8	-2
Cc1cc(C(=O)N2CCN(c3ccc([N+](=O)[O-])cc3)CC2)c(C)o1	-5	112	95	2	107	106	-1	9
Cc1cc(C(F)(F)F)nn1CC(=O)NCC1CCCO1 (stereo not drawn)	1	102	94	4	100	99	7	1
COc1cc(C(CC(=O)Nc2ccc(C)cn2)N2Cc3ccccc3C2=O)cc(OC)c1OC (stereo not drawn)	5	105	101	0	110	103	-9	-4
COc1ccc(C2C(C#N)=C(N)Oc3cc(O)ccc32)cc1C (stereo not drawn)	4	116	109	0	89	102	-4	4
Cc1cc(C)cc(NC(=O)CCNS(=O)(=O)c2cc(Br)cnc2N)c1	1	96	100	10	92	98	-2	3
CN(CC(=O)Nc1ccccc1Br)C(=O)CNC(=O)Cc1cccc2ccccc12	-7	91	76	1	109	77	-2	9
New compounds follow:
SMILES	procasp3 activ	MEP2 TOR yeast	LAP4 TOR yeast	AHR activator	Yeast superoxide	RPL19A-GFP yeast	procasp7 counter	JMJD2C inh
CC(=O)Nc1ccc2nc(-c3ccccn3)[nH]c2c1	-3	81	88	35	90	90	-6	-1
COc1ccc2[nH]cc(C(=O)NCCc3ccccc3)c(=O)c2c1	-6	107	96	74*	102	100	4	31
Cc1ccc(C)c(S(=O)(=O)Nc2ccc3oc(C)c(C(=O)O)c3c2)c1	-9	104	96	5	116	102	-10	11
Cc1nn(Cc2ccccc2)c(C)c1/C=N/NC(=O)CNc1cccc(C(F)(F)F)c1	5	102	93	44	94	97	10	13
COc1cccc(CN2CCN(Cc3[nH]c4ccccc4c3C)CC2CCO)c1 (stereo not drawn)	2	104	94	43	112	103	2	5
OC(CNCc1ccc(Cl)cc1)COc1ccccc1 (stereo not drawn)	1	83	85	0	90	86	8	-34
COc1ccc(S(=O)(=O)N/N=C\c2ccc(OC)c(COc3ccc(C)cc3[N+](=O)[O-])c2)cc1	9	102	100	38	101	100	3	2
CC1(C)Cc2c(cnn2-c2cccc(F)c2)C(NC(=O)CSc2ccncc2)C1 (stereo not drawn)	-7	93	88	1	91	93	8	8
CCc1nnc(NC(=O)CCC(=O)N2CCN(Cc3cc(F)ccc3OC)CC2)s1	3	104	107	9	95	98	4	11
COc1ccccc1NS(=O)(=O)c1cc(C(=O)NCCC(C)C)ccc1F	4	104	105	4	112	107	7	4
CC(=O)Nc1ccc(NC(=O)C2CC(=O)Nc3nc4ccccc4n32)cc1 (stereo not drawn)	9	98	91	-1	103	107	1	3
Cc1nnn(-c2nonc2N)c1C(=O)N/N=C/c1ccccc1O	-3	105	89	4	94	101	-22	-1
C#Cc1ccc([C@@H]2C=C(C(=O)NCc3ccccc3)O[C@H](OCC)[C@H]2CCCO)cc1	1	88	104	6	93	100	3	-4
Cc1nnsc1C(=O)Nc1cc(Cl)ccc1Cl	-7	116	83	-2	106	100	10	1
COc1ccc(N(CC(=O)NCCSc2ccccn2)S(C)(=O)=O)cc1	0	99	99	2	72	96	-8	-31
O=C(NCC1CC1)NC(=O)c1c(F)cccc1Cl	5	104	85	1	107	103	-5	-2
COc1cnn(-c2ccc([N+](=O)[O-])cc2)c(=O)c1Cl	-2	113	107	-2	104	106	-16	-20
Cc1onc(-c2c(Cl)cccc2Cl)c1C(=O)Nc1ccc2c(c1)OCCO2	2	103	98	12	94	98	-2	·
O=C(COC(=O)CNC(=O)c1ccc(Cl)cc1)Nc1ccc(Cl)cn1	4	107	96	-1	114	100	-3	5
O=C(CN(CC(=O)N1CCOCC1)S(=O)(=O)c1ccc(Br)s1)N1CCOCC1	-5	97	104	1	96	99	-4	1

Profiles as entered above. Order of values: procasp3 activ | MEP2 TOR yeast | LAP4 TOR yeast | AHR activator | Yeast superoxide | RPL19A-GFP yeast | procasp7 counter | JMJD2C inh
Entry for `Cc1nnn(-c2nonc2N)c1C(=O)N/N=C/c1ccccc1O` → -3 | 105 | 89 | 4 | 94 | 101 | -22 | -1
Entry for `Cc1nnsc1C(=O)Nc1cc(Cl)ccc1Cl` → -7 | 116 | 83 | -2 | 106 | 100 | 10 | 1
Entry for `O=C(COC(=O)CNC(=O)c1ccc(Cl)cc1)Nc1ccc(Cl)cn1` → 4 | 107 | 96 | -1 | 114 | 100 | -3 | 5

(further entries)
SMILES	procasp3 activ	MEP2 TOR yeast	LAP4 TOR yeast	AHR activator	Yeast superoxide	RPL19A-GFP yeast	procasp7 counter	JMJD2C inh
COc1ccccc1NC(=O)CSc1ccc2nnc(CCNC(=O)c3ccccc3)n2n1	-9	103	84	2	87	104	-2	-11
CN(C)C(=O)Cn1c(SCC(=O)NCc2ccc3c(c2)OCO3)nc2ccccc21	6	83	84	11	94	91	6	0
CCOc1cc(/C=N/NC(=O)Cn2nc([N+](=O)[O-])cc2C)ccc1OCc1ccc(F)cc1	3	102	95	12	104	99	-1	5
Cc1ccc(SCc2nn(C)c(Cl)c2C=O)cc1	-2	92	111	-2	97	93	-5	0
CC(C)(C)OC(=O)CC12CCCCC1NC(=O)O2 (stereo not drawn)	1	88	123	2	99	92	-10	?

From PubChem
